Assay outcomes as filed in PubChem.
DAX1 inh-1: inhibits human nuclear receptor DAX1 | P51843 | HEK293 Gal4-DAX1 luciferase reporter, luminescence | inhibition, % at 6.75 µM | hit rate 0.99% among 340,000 | AID 504766;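 active = inhibition above the mean over all tested compounds plus 3 SD, cut at about 4.2% in these data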;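 note: 0% = DAX1-transfected cells with DMSO and 100% = empty-vector control cells with DMSO; inhibition shows as a rise in luminescence from relieved DAX1 repression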
Target sequence (P51843 207-470 limits assumed): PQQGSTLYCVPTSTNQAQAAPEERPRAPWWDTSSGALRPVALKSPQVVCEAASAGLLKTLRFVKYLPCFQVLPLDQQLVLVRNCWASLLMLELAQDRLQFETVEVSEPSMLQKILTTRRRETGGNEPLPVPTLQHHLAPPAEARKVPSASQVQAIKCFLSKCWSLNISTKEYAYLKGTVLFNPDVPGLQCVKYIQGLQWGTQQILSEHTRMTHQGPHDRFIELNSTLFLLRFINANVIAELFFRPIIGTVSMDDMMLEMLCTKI
sPLA2-III inh: Inhibits HGIII-sPLA2 liposome hydrolysis, primary screen. Q9NZ20. hit rate 0.56% among 370,000. AID 743126. QFRET BODIPY PC-A2 liposome hydrolysis, fluorescence. inhibition, % at 12.2 µM;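 active = inhibition above mean plus 3 SD of compounds lying within the high and low control bounds, cut at about 19% in these data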;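 note: 0% = median of test compound wells and 100% = no enzyme DMSO wells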
Target sequence (Q9NZ20 whole entry, looked up): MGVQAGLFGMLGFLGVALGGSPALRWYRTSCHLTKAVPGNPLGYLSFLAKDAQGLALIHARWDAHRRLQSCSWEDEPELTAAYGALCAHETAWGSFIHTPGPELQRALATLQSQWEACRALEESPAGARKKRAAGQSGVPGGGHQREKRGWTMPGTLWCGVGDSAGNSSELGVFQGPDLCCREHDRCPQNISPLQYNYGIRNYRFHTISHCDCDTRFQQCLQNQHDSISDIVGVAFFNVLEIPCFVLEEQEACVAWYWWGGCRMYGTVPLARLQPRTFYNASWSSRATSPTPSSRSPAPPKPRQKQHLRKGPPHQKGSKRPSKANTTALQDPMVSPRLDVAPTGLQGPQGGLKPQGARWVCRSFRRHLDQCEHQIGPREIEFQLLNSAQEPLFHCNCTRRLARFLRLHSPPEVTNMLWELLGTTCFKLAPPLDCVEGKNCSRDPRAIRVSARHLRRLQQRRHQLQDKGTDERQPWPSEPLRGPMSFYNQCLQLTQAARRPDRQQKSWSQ
hcDAF-12 act: activates DAF-12 receptor from parasite H. contortus | activation, % at 6.8 µM | hit rate 1.4% among 370,000 | AID 652067 | HEK293 hcDAF-12 lit1-tk-luc reporter, luminescence; 0% DMSO, 100% Δ7-dafachronic acid;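 active = activation above the mean of all tested compounds plus 3 SD, cut at about 5.5% in these data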;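 note: 100% = response to 3 µM Δ7-dafachronic acid high control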
DAX1 inh-2: blocks DAX1 repression of SF-1 activated StAR promoter. HEK293T StAR-luciferase reporter, SF-1/DAX-1 repression relief. hit rate 1.1% among 370,000. inhibition, % at 6.8 µM. AID 652010;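 active = inhibition above the mean over all tested compounds plus 3 SD, cut at about 3.6% in these data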;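 note: 0% = DAX-1 cells with DMSO and 100% = cells lacking DAX-1 with DMSO; higher inhibition means more luminescence from relief of DAX-1 repression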
hgDAF-12 ag: hgDAF-12 agonism, primary luciferase screen; HEK293 GAL4-hgDAF12 UAS-luciferase reporter, agonist luminescence; normalized to butyrate control; activation, % at 6.8 µM; hit rate 1.8% among 370,000; AID 687014;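 active = activation above a cutoff set at the mean of all screened compounds plus 3 SD, cut at about 10% in these data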;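 note: 0% = DMSO wells and 100% = sodium butyrate wells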
ADAM17 inh: ADAM17 inhibition, QFRET primary screen; recombinant ADAM17, EDANS/DABCYL FRET peptide cleavage; inhibition, % at 6.95 µM; hit rate 0.83% among 370,000;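 active = inhibition above the mean of compounds lying between control limits plus 3 SD, set per campaign, cut at about 8.5% in these data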;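 note: 0% = DMSO-only wells as the low control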
PLCb3 inh: PLC-beta3 (human) inhibition, primary screen; Purified PLC-beta3, fluorogenic substrate, fluorescence; AID 720704; hit rate 0.18% among 370,000; inhibition, % at 12.2 µM; Q01970; in the data active = inhibition above about 11%;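 note: 0% = median of compound wells on plate and 100% = full blocker control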
ADAM10 inh: inhibitors of human ADAM10. AID 720582. O14672. inhibition, % at 7 µM. recombinant ADAM10, EDANS/DABCYL FRET peptide cleavage, 3 h. hit rate 0.62% among 370,000;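 active = inhibition above a per-campaign cutoff equal to the mean of compounds falling between control-based bounds plus 3 SD, cut at about 20% in these data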;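 note: 0% = DMSO wells while the 100% control is not disclosed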
PLC-gamma1 inh: PLC-gamma1 (human) inhibition, primary screen; P19174; purified PLC-gamma1, fluorogenic substrate, fluorescence; inhibition, % at 12.2 µM; hit rate 0.84% among 370,000; AID 720700; in the data active = inhibition above about 9.5%
FXN GAA850 act: activators of GAA850 frataxin (FXN) promoter. HEK293 lucGAA850 FXN promoter luciferase reporter, 24 h; percent of 10 µM SAHA response. activation, % at 6 µM. hit rate 0.56% among 360,000. AID 540364;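 active = activation above the average of all compounds screened plus 3 SD, cutoff fixed separately per campaign, cut at about 7.5% in these data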;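 note: 0% = DMSO wells and 100% = 10 µM SAHA wells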
ssDAF-12 act: activators of S. stercoralis DAF-12 nuclear receptor | hit rate 1% among 370,000 | activation, % at 6.8 µM | AID 652126 | HEK293 ssDAF-12/GRIP1 lit1-tk-luc reporter, luminescence; % of 3 µM dafachronic acid response;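 active = activation above the mean over all tested compounds plus 3 SD, cut at about 0.9% in these data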;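 note: 0% = DMSO-only wells and 100% = 3 µM delta7-dafachronic acid wells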
* hit, by the source's call; i = inactive; · = no result given.

SMILES	DAX1 inh-1	sPLA2-III inh	hcDAF-12 act	DAX1 inh-2	hgDAF-12 ag	ADAM17 inh	PLCb3 inh	ADAM10 inh	PLC-gamma1 inh	FXN GAA850 act	ssDAF-12 act
CC(OC(=O)CCCN=C1NS(=O)(=O)c2ccccc21)C(=O)Nc1ccccc1[N+](=O)[O-] (centres undefined)	-0.1	-3	-1.1	-0.5	-2.1	1	-4	-4	-1	1.7	-1.3
COc1ccc(C(=O)Nc2cccc3c2CCCC3)cc1OC	-0.3	-1	-0.7	-0.3	-2.4	-5	0	-8	-2	0.1	-1.4
CC(=O)N/N=C/c1cc(C(C)(C)C)cc(/C=N/NC(C)=O)c1O	·	-17	-2.7	-0.6	-2.4	-7	-129	-19	-107	-0.8	-1.8
C[C@H](CO)N1C[C@H](C)[C@@H](CN(C)S(=O)(=O)c2cccc(F)c2)Oc2ncc(Br)cc2C1=O	0.8	1	-2.7	1.3	-3.3	0	1	-1	3	-0.3	-0.8
Cc1cc(N2CCN(C(=O)OC(C)(C)C)C[C@H]2C)ccc1Br	·	11	-0.2	-1.1	1.7	4	4	0	6	·	-1.0
COc1cc2c(cc1OC)CC(C(=O)NCc1ccccc1)NC2 (centres undefined)	0.3	-3	-1.1	-0.1	-0.3	0	-5	-3	-1	-1.4	-0.9
COc1ccccc1Nc1nnc(SCC(=O)N2CCCC2)s1	1.7	-3	-0.7	0.2	1.9	-1	1	3	4	5.6	-1.0
COC(=O)c1[nH]c2cc(C)ccc2c1NC(=O)CN1CCCc2ccccc21	0.7	2	4.3	-0.3	1.8	-8	-31	-31	-24	2.8	-0.1
CCOC(=O)C1(C(=O)OCC)NC(=O)CC1C(C)C (centres undefined)	1.9	3	-1.4	3.1	-1.3	-2	0	-5	0	1.1	-1.0
COC(=O)CSc1nnc(CNC(=O)c2ccc(S(=O)(=O)N3CCOCC3)cc2)n1C	-0.8	7	-0.5	-0.3	0.2	-6	-2	-5	2	2.6	-0.9
Cc1ccc(C(=O)Nc2ccc3c(c2)OCCO3)cc1S(=O)(=O)N1CCOCC1	3.7	13	0.3	1.0	11*	-1	2	-9	1	3.9	-0.7
CSc1cccc(NC(=S)NC(=O)c2cccnc2)c1	0.1	6	-0.2	-0.2	3.6	-3	0	0	0	1.1	-1.4
Cc1ccc(C(C)C)c(OCC(=O)NNC2=CC(=O)CC(C)(C)C2)c1	3.0	6	-0.1	-0.2	-2.8	-4	-24	-5	-6	-0.8	-0.1
CCCCCCCCN1C(=O)[C@H](CC(=O)NCCc2ccccc2OC)C[C@@]2(C(=O)OC)CC(C)(C)CC=C12	·	-2	-1.1	0.2	-2.9	0	5	-5	1	·	0.8
COc1ccc(NC(=O)CSc2nc3[nH]ncc3c(=O)[nH]2)c(OC)c1	-0.1	-6	0.9	-3.1	-2.5	8	-3	2	8	0.7	-1.1
COC(=O)C1=C(C)Nc2nnnn2C1c1cccs1 (centres undefined)	1.8	5	0.4	-0.4	-0.4	2	1	-2	7	0.9	-1.1
Cc1ccc(NC(=O)CNc2ccccc2N2CCCC2=O)cc1S(=O)(=O)N1CCCCC1	0.8	-19	0.0	-2.5	-0.2	-1	0	-1	-1	-1.3	-1.1
Cc1cccc(-n2ccnc2CN2CCN(C3CCCC3)C(CCO)C2)c1 (centres undefined)	2.3	5	-0.6	0.1	-2.0	-8	-5	-2	-3	2.8	-1.4
COc1ccc(C)cc1S(=O)(=O)N1CCC(C(=O)NCCc2ccccc2)CC1	-0.4	-9	0.9	-0.3	0.6	4	0	1	0	0.8	-1.2
COC(=O)c1cc(NC(=O)COC(=O)CN2C(=O)C3CC=CCC3C2=O)cc(C(=O)OC)c1 (centres undefined)	-0.4	11	0.8	2.6	-2.2	2	-12	-14	-1	1.4	-0.3
CC(=O)N1CCN(C(=O)c2ccccc2NS(=O)(=O)c2ccc(F)cc2)CC1	0.3	12	0.7	0.2	5.0	-4	-8	-13	1	-1.9	-0.4
Cn1nc(C(=O)NC2CCCN(Cc3ccccc3F)C2)c2ccccc2c1=O (centres undefined)	-1.0	4	-2.4	-0.1	-2.6	-4	-7	-6	3	0.6	-1.5
Cc1ccc(-c2nc3ccccc3c(=O)n2NC(=O)COc2ccccc2)cc1	0.4	-6	2.6	-0.6	4.0	4	3	4	8	2.3	-1.3
CC(=O)C1=C(O)C(=O)N(c2ccc(S(N)(=O)=O)cc2)C1c1cccc([N+](=O)[O-])c1 (centres undefined)	-0.7	-1	2.6	-0.1	-0.4	-2	-9	10	1	0.1	-0.4
CCCC1Cc2c(sc(N)c2C#N)CO1 (centres undefined)	-1.1	-2	-2.1	-0.2	-0.2	-4	-10	1	-3	1.9	-1.8
O=c1cc(-c2ccc(O)cc2)oc2c1ccc1ccccc12	1.5	-8	-0.1	-1.6	-1.6	-2	-450	-16	-349	-1.7	-0.5
CCc1nc2c(oc3ccccc32)c(=O)[nH]1	0.3	4	0.6	0.8	3.3	-45	1	2	-1	2.4	-1.1
O=C(c1cccnc1)N1CCN(c2ccc([N+](=O)[O-])cc2Cl)CC1	0.4	2	-1.6	-0.6	-2.3	0	3	16	9	3.2	-1.3
CS(=O)(=O)N(CC(=O)NCc1ccncc1)c1ccc(Cl)c(Cl)c1	0.9	-9	0.7	0.4	0.2	1	-1	-6	2	0.3	-0.7
Cc1ccccc1CN1[C@@H]2c3ccccc3C[C@@H]2OCCS1(=O)=O	0.7	1	-0.9	-0.7	-0.9	-4	-2	-3	-2	-1.1	-1.5
CCc1ccc(NC(=O)CN2CCC(C(=O)c3ccc(OC)cc3)CC2)cc1	-1.2	-18	-1.4	-0.2	1.3	3	-9	15	-1	-0.3	-0.8
CCC/C(C#Cc1ccc(N(C)C)cc1)=C1/c2ccccc2C(=O)N1c1ccccc1	0.2	4	-0.5	0.1	-0.4	-7	-456	-19	-351	0.1	-1.4
Cc1ccc(NC(=O)CN(C)C(=O)COC(=O)c2ccc(NC(=O)CC#N)cc2)cc1	1.5	-53	1.2	0.0	-0.2	-3	-8	-2	-11	0.6	-1.0
O=C1NC[C@H](CCCCN2C[C@H](Cc3ccc(O)cc3)N(CCC3CCCCC3)C(=O)C2=O)N(CCc2ccccc2)C1=O	·	2	-0.7	-0.1	-1.2	-7	1	-3	-1	·	-1.1
CN(C(=O)c1cc2ccccc2o1)c1c(N)n(Cc2ccccc2)c(=O)[nH]c1=O	0.0	-4	-0.6	-1.4	-0.3	-22	-8	-86	-10	1.4	0.4
NS(=O)(=O)c1cccc(NC(=O)Cn2cc(C(F)(F)F)cc(Cl)c2=O)c1	3.0	5	-0.3	0.1	4.1	-6	-6	-8	0	2.4	-1.1

Pulled by structure from above, 3 records:
SMILES	DAX1 inh-1	sPLA2-III inh	hcDAF-12 act	DAX1 inh-2	hgDAF-12 ag	ADAM17 inh	PLCb3 inh	ADAM10 inh	PLC-gamma1 inh	FXN GAA850 act	ssDAF-12 act
CSc1cccc(NC(=S)NC(=O)c2cccnc2)c1	0.1	6	-0.2	-0.2	3.6	-3	0	0	0	1.1	-1.4
Cc1ccc(NC(=O)CN(C)C(=O)COC(=O)c2ccc(NC(=O)CC#N)cc2)cc1	1.5	-53	1.2	0.0	-0.2	-3	-8	-2	-11	0.6	-1.0
O=C(c1cccnc1)N1CCN(c2ccc([N+](=O)[O-])cc2Cl)CC1	0.4	2	-1.6	-0.6	-2.3	0	3	16	9	3.2	-1.3

More structures follow.
SMILES	DAX1 inh-1	sPLA2-III inh	hcDAF-12 act	DAX1 inh-2	hgDAF-12 ag	ADAM17 inh	PLCb3 inh	ADAM10 inh	PLC-gamma1 inh	FXN GAA850 act	ssDAF-12 act
CCC(C)NS(=O)(=O)c1ccc(S(=O)(=O)N(CC(=O)Nc2ccccc2)Cc2ccco2)cc1 (centres undefined)	-0.7	-54	0.6	-1.4	-5.5	8.9*	3	10	5	-2.2	-1.2
CC(C)c1nnc(NC(=O)CCC(=O)NCc2cccs2)s1	1.4	-5	0.1	-0.2	0.8	-1	4	-1	4	1.2	-1.4
COc1ccc(-c2cc(C(=O)N3CCN(S(=O)(=O)c4ccccc4)CC3)[nH]n2)cc1	-0.6	7	2.0	0.2	-3.3	-2	4	-4	3	0.7	-0.4
CCOc1ccc(N2CC(NC(=O)c3cccc4ccccc34)CC2=O)cc1 (centres undefined)	-1.1	5	-1.2	-1.3	-0.6	0	6	4	2	0.4	-1.2
O=C(c1ccc(Cl)c(Cl)c1)N1CCC(Oc2cccnc2)CC1	·	1	-0.8	-0.8	-2.8	-6	2	-4	0	·	-1.5
CC(C)C(=O)Nc1ccc(C(=O)Nc2nnc(C(C)(C)C)s2)cc1	·	-7	-0.8	-0.5	-4.2	1	-1	-5	1	2.6	-1.2
CN=C1c2cc3cc(OC)ccc3n2CCN1Cc1ccccc1	-0.9	5	-1.5	-2.0	1.4	-5	i	-21	i	-5.6	-1.2
Cc1cccc(OCCCCCn2ccnc2)c1C	2.0	-28	-1.6	-1.5	-2.4	-2	-1	3	0	-0.6	-1.5
NS(=O)(=O)c1ccc(NC(=S)NC(=O)/C=C/c2ccco2)cc1	0.4	-5	-2.0	0.2	-0.5	-4	-26	0	-13	-0.5	-0.9
O=C(COC(=O)c1ccc(O)cc1)NC1CCCCCC1	0.2	-6	2.9	0.7	1.5	3	-1	3	0	1.6	-1.0
